Assay outcomes: PubChem, several laboratories
Bcl-B TR3 displacers: displacers of TR3 peptide from Bcl-B, primary screen, selectivity assay for Bfl-1 inhibitor project, biochemical, fluorescence polarization | AID 748 | 96,000 tested, 0.11% active | one-dose displacement, % at 20 µM; IC50 in µM for titrated hits | FP displacement of FITC-TR3 peptide from Bcl-B; higher % means a stronger effect;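 active = displacement above 50% at 20 µM plus a fluorescence interference ratio under 1.5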;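 note: plate controls were wells without compound for no effect and wells lacking Bcl-B protein for full effect; a part of the inactive calls stands beside numbers as strong as those of hits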
NFkB transloc pot: enhances IL-1B driven NFkB nuclear translocation. HUVEC IL-1B NFkB p65 nuclear translocation imaging. activation, % at 2 µM. 94,000 tested, 0.3% active. AID 819;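 active = activation above 40%, about the mean plus 3 SD, also judged a hit on visual image review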;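 note: percent activation is computed from the nuclear over cytoplasmic p65 intensity ratio; values of inactives mirror those of a sister screen read the other way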
NFkB transloc inh: blocks IL-1B driven NFkB nuclear translocation in HUVEC cells. HUVEC IL-1B NFkB p65 nuclear translocation imaging. inhibition, % at 2 µM. 94,000 tested, 0.43% active;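 active = inhibition above about 30% together with a positive call from visual inspection of the well image, limit read from the data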;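 note: nuclear over cytoplasmic p65 intensity ratio measured by imaging; 0% = IL-1B stimulated DMSO wells and 100% = unstimulated DMSO wells; values of inactives mirror those of a sister screen read the other way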
PLAP inhibition: PLAP enzyme inhibitors, biochemical, luminescence, HTS (AID 690); 96,000 tested, 0.08% active; purified PLAP, luminescent substrate; higher % means a stronger effect; one-dose inhibition, % at 20 µM; IC50 in µM for titrated hits; in the data active = a potency from the dose series; inactive = the rest, 99 in 100 with inhibition below about 30%; note: strong numbers were not always called active
MRP reversal: compounds reversing MRP-mediated drug resistance | differential viability (reversal), % at 10 µM | H69AR cells + 2 uM doxorubicin, CellTiter-Glo, 72 h | AID 602 | 85,000 tested, 0.04% active;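 active = viability drop by adding the cancer drug above about 55%, with treated viability meeting a 40% cutoff, limit read from the data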;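 note: viability without doxorubicin minus viability with 2 µM doxorubicin for each compound; larger differential means the compound sensitizes cells more to doxorubicin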
MRP reversal cytotoxicity: also measured in MRP reversal; calls as there; viability, %; H69AR cells, CellTiter-Glo, 72 h; measured here: cytotoxicity without doxorubicin
MRP reversal with doxorubicin: also measured in MRP reversal; calls as there; viability, %; measured here: viability with 2 uM doxorubicin; stronger effect = lower value
NFkB transloc inh cell count 2 µM: also measured in NFkB transloc inh; calls as there; cell count; measured here: cells passing quality filter;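 raw number of nuclei counted in each imaged well without normalization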
NFkB transloc pot cell count 2 µM: also measured in NFkB transloc pot; calls as there; cell count; measured here: cells passing quality filter
Starred values were filed as active, the others as inactive; . = not tested or not shown.

Molecule,NFkB transloc pot cell count 2 µM,NFkB transloc inh,PLAP inhibition,NFkB transloc pot,MRP reversal,NFkB transloc inh cell count 2 µM,MRP reversal with doxorubicin,MRP reversal cytotoxicity,Bcl-B TR3 displacers
COc1cc(OC)c(NS(=O)(=O)c2coc(C(N)=O)c2)cc1Cl,169,-9,1%,9,-8,169,89,80,12%
CC1CCN(c2c(NCc3ccc(C(=O)NCc4cccnc4)cc3)c(=O)c2=O)CC1,.,.,10%,.,5,.,93,98,0%
CCOC(=O)C1CCCN(c2cc(C)nc3cc(-c4ccc(F)cc4)nn23)C1 (configuration not stated),115,-1,-56%,1,-14,115,80,66,-26%
CC1(C)Cc2ccccc2C(=NCCCC(=O)O)N1,.,.,4%,.,-8,.,102,93,-5%
CC(C)C(=O)Nc1ncc(C(F)(F)F)cc1Cl,141,-1,3%,1,4,141,86,90,-7%
CCOC(=O)C1=C(c2ccccc2)NC(=O)NC1c1ccc(OCC#N)c(OC)c1 (configuration not stated),120,5,5%,-5,15,120,82,97,6%
CS(=O)(=O)Nc1ccc(C(=O)NCCC2=CCCCC2)cc1,132,-1,-1%,1,-17,132,91,74,-2%
N#Cc1c(NC(=O)CN2CCN(S(=O)(=O)c3ccc4c(c3)OCCO4)CC2)sc2c1CCC2,111,10,-4%,-10,0,111,92,92,-23%
CC1(C)CC(=O)c2c(noc2-c2ccccc2)C1,97,-32,9%,32,27,97,70,97,-2%
CCOC(=O)c1c(C)nc2sc(C(=O)Nc3ccc(C(C)=O)cc3)c(N)c2c1-c1ccc(OC)cc1,170,-4,-30%,4,.,170,.,.,14%
COc1ccc(C2CC(c3ccco3)n3ncnc3N2)cc1 (configuration not stated),59,-11,.,11,11,59,87,98,.
O=C(CCCCn1c(=O)[nH]c2ccsc2c1=O)NCC1CCCO1 (configuration not stated),.,.,11%,.,-17,.,109,92,-11%
Cc1noc(C)c1C(=O)NC(C)C1CCCO1 (configuration not stated),108,-2,5%,2,15,108,78,94,-2%
CCOC(=O)C1=C(CSc2nc(-c3ccncc3)ccc2C#N)OC(N)=C(C#N)C1c1cccnc1 (configuration not stated),.,.,-50%,.,-15,.,97,82,0%
CNC(=O)n1ccc(C(=O)N2CCCCC2)n1,91,-14,11%,14,6,91,86,92,-4%

Single records, as listed above. Order of screens: NFkB transloc pot cell count 2 µM | NFkB transloc inh | PLAP inhibition | NFkB transloc pot | MRP reversal | NFkB transloc inh cell count 2 µM | MRP reversal with doxorubicin | MRP reversal cytotoxicity | Bcl-B TR3 displacers
`CCOC(=O)C1=C(CSc2nc(-c3ccncc3)ccc2C#N)OC(N)=C(C#N)C1c1cccnc1` (configuration not stated) across the screens: . | . | -50% | . | -15 | . | 97 | 82 | 0%
`CC1(C)Cc2ccccc2C(=NCCCC(=O)O)N1` across the screens: . | . | 4% | . | -8 | . | 102 | 93 | -5%

3 compounds already listed, sorted by heavy-atom count, rising:
Molecule,NFkB transloc pot cell count 2 µM,NFkB transloc inh,PLAP inhibition,NFkB transloc pot,MRP reversal,NFkB transloc inh cell count 2 µM,MRP reversal with doxorubicin,MRP reversal cytotoxicity,Bcl-B TR3 displacers
CC(C)C(=O)Nc1ncc(C(F)(F)F)cc1Cl,141,-1,3%,1,4,141,86,90,-7%
CC1(C)CC(=O)c2c(noc2-c2ccccc2)C1,97,-32,9%,32,27,97,70,97,-2%
COc1ccc(C2CC(c3ccco3)n3ncnc3N2)cc1 (configuration not stated),59,-11,.,11,11,59,87,98,.

The list goes on:
Molecule,NFkB transloc pot cell count 2 µM,NFkB transloc inh,PLAP inhibition,NFkB transloc pot,MRP reversal,NFkB transloc inh cell count 2 µM,MRP reversal with doxorubicin,MRP reversal cytotoxicity,Bcl-B TR3 displacers
Cc1onc(-c2ccccc2Cl)c1C(=O)Nc1cc(=O)n(C)c(=O)n1C,12,18,.,-18,.,12,.,.,.
O=C(CSCc1ccc(Cl)cc1)c1ccco1,.,.,7%,.,8,.,87,95,17%
O=C(Cn1cnc2c(cnn2-c2ccccc2)c1=O)NC1CCCC1,134,19,-13%,-19,10,134,98,109,-5%
COc1ccc(Cn2nnnc2CN(Cc2cc3cccc(C)c3[nH]c2=O)C2CCCC2)cc1,208,6,-4%,-6,15,208,77,92,-9%
CCOC(=O)c1[nH]c2ccc(OC)cc2c1NC(=O)CCN1CCN(Cc2ccccc2)CC1,140,2,-34%,-2,-2,140,75,72,7%
CC(OC(=O)c1cccs1)C(=O)NCc1ccc2c(c1)OCO2 (configuration not stated),156,7,12%,-7,6,156,86,92,3%
O=C(CCN1C(=O)C2C3C=CC(C3)C2C1=O)Nc1c(F)cc(F)cc1Br (configuration not stated),148,-9,12%,9,-1,148,97,96,-8%
CCn1c(SCC(=O)Nc2cccc(C)c2)nc2c(c1=O)SC(C)C2 (configuration not stated),58,-4,0%,4,0,58,67,67,-3%
CCN(CC)S(=O)(=O)c1ccc2c3c(cccc13)C(=O)S2,44,-16,-2%,16,-10,44,79,69,-4%
CCCCN1C(=O)c2ccc(C(=O)Nc3cccnc3)cc2C1=O,120,-16,-15%,16,-2,120,90,88,4%
N#Cc1c(SCC(=O)Nc2nccs2)nc2c(c1-c1ccco1)CCCC2,135,0,10%,0,-18,135,40,23,-48%
C=CCn1c(C(C)NC(=O)CC)nc2ccccc21 (configuration not stated),143,-5,15%,5,-20,143,109,89,-9%
S=c1[nH]nc2c3c4c(sc3ncn12)CCCC4,127,-7,-4%,7,.,127,.,.,15%
Cc1cccc(C)c1NC(=O)C(=O)NCc1ccccn1,177,-13,-10%,13,.,177,.,.,6%
CCOC(=O)N1CCN(C(=O)c2cccc(OC)c2OC)CC1,101,-5,7%,5,9,101,87,97,-6%

Following part
Molecule,NFkB transloc pot cell count 2 µM,NFkB transloc inh,PLAP inhibition,NFkB transloc pot,MRP reversal,NFkB transloc inh cell count 2 µM,MRP reversal with doxorubicin,MRP reversal cytotoxicity,Bcl-B TR3 displacers
CCSc1nnc(NC(=O)CSc2nccn2-c2cccc(C)c2C)s1,96,7,-14%,-7,-3,96,72,69,-4%
Cc1cccc(NS(=O)(=O)c2cccs2)n1,128,-16,-4%,16,6,128,86,93,-6%
COCCOc1cc(Nc2nnc(C(F)(F)F)s2)c(Cl)cc1Cl,197,-5,-30%,5,-16,197,29,13,12%
CCCCOC(=O)Cn1c(=N)n(CCC)c2ccccc21,194,-17,0%,17,.,194,.,.,1%
C#CC(C)(CC)NC(=O)c1cc(OC)c(OC)c(OC)c1 (configuration not stated),128,7,-7%,-7,13,128,82,95,3%
Cc1cc(S(=O)(=O)N(Cc2ccc(C(C)C)cc2)CC2CCCO2)ccc1-n1cnnn1 (configuration not stated),193,-11,-63%,11,5,193,85,90,-11%
Cc1ccc(O)c(NC(=O)c2cccc(NC(=O)c3ccco3)c2)c1,69,-29,-11%,29,-1,69,71,71,4%
Cc1ccc(Cn2ccc(NC(=O)c3cc(-c4ccco4)on3)n2)cc1,117,11,7%,-11,13,117,74,88,-7%
O=C(NCCCN1CCOCC1)c1cc(-c2cccs2)on1,153,-2,-9%,2,.,153,.,.,-7%
CCOc1cc2[nH]c(=S)n(CCC(=O)N3CCc4ccccc4C3)c(=O)c2cc1OCC,145,7,-18%,-7,-17,145,45,28,-6%
Cc1cc(OCC(=O)N(C)C)c2c(-c3ccccc3)cc(=O)oc2c1,177,11,4%,-11,-1,177,92,91,11%
O=C(CSc1ncn[nH]1)N1N=C2/C(=C/c3ccco3)CCCC2C1c1ccco1 (configuration not stated),94,-20,-217%,20,-6,94,93,87,-65%
CCCc1nc2ccccc2[nH]1,.,.,-8%,.,8,.,86,94,-6%
CCc1ccc(OCC(=O)Nc2ccc(-c3nc4ccccc4o3)c(O)c2)cc1,201,-22,0%,22,3,201,63,66,6%
COc1ccc2cc(S(=O)(=O)N3CCOCC3)ccc2c1,108,11,-11%,-11,5,108,83,88,-6%

(list continues)
Molecule,NFkB transloc pot cell count 2 µM,NFkB transloc inh,PLAP inhibition,NFkB transloc pot,MRP reversal,NFkB transloc inh cell count 2 µM,MRP reversal with doxorubicin,MRP reversal cytotoxicity,Bcl-B TR3 displacers
CC(=O)Nc1cccc(NC(=O)c2ccco2)c1,.,.,1%,.,-4,.,94,89,-5%
CC(=O)C1=C(C)Nc2ncnn2C1c1ccccc1Cl (configuration not stated),129,-17,1%,17,0,129,84,83,-17%
CCCn1c(CN2CCN(C(=O)c3ccco3)CC2)nc2c1c(=O)n(C)c(=O)n2C,51,4,-5%,-4,.,51,.,.,-4%
COC(=O)c1cc(OC)c(OC)cc1NC(=O)Nc1ccc(OC)cc1OC,145,1,-16%,-1,6,145,77,84,-5%
O=C(NC1CC2CCC1C2)C1COc2ccccc2O1 (configuration not stated),108,10,0%,-10,-1,108,97,96,-1%
O=C(Nc1cccc2nsnc12)c1ccc2c(c1)OCCO2,131,3,-1%,-3,-3,131,101,97,3%
CCCn1c(SCC(=O)Nc2cc(C)on2)nc2c1c(=O)n(C)c(=O)n2C,129,-4,.,4,7,129,79,86,.
O=C(NCCOCC(F)(F)C(F)F)c1cc(F)c(F)cc1Cl,84,0,15%,0,.,84,.,.,-3%
C/C(=N/NC(=O)c1cc(C2CC2)[nH]n1)c1cccs1,139,-3,-54%,3,-19,139,104,85,3%
CCOc1ccc(/C=N/n2c(SC)nnc2-c2ccccc2)cc1OCC,131,2,-34%,-2,.,131,.,.,9%
Cc1ccc(N2C(=O)N(CC(=O)N(C)Cc3ccccc3)C(=O)C2C)cc1 (configuration not stated),198,-8,9%,8,15,198,75,90,8%
C=CCn1cnc2c(c1=O)c1nc3ccccc3nc1n2/N=C/c1ccccn1,.,.,-56%,.,15,.,58,73,-2%
NS(=O)(=O)c1ccc(CNC(=O)/C=C/c2ccccc2)cc1,159,-18,-2%,18,.,159,.,.,-3%
Cc1ccccc1NC(=S)NC(NC(=O)C(C)(C)C)C(Cl)(Cl)Cl (configuration not stated),170,4,-3%,-4,.,170,.,.,-18%

A portion of the library; count on the stated rates, not on these rows.
